Screens (PubChem BioAssay)
Mcl1 Bid PPI: Mcl-1/Bid binding inhibitors, primary screen, biochemical, TR-FRET, 1536-well; Induced myeloid leukemia cell differentiation protein Mcl-1 (Homo sapiens), Q07820; TR-FRET Mcl-1/Bid-Dy647 peptide binding; inhibition, % at 21.7 µM; 220,000 tested, 0.97% active; AID 1021, 2008;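 active = compounds that cut the binding signal by more than half at the single screening dose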;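 also: His-tagged Mcl-1 with europium anti-His antibody binding Bid BH3 peptide; 0% = Mcl-1 plus peptide wells and 100% = peptide-only wells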
Pf gamet viab: late stage P. falciparum gametocyte viability inhibitors, primary screen, ATP luminescence, HTS; P. falciparum stage V gametocytes, 24 h; inhibition, % at 10.9 µM; 150,000 tested, 0.065% active; AID 743093, 2013;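 active = inhibition above the mean plus 3 SD of compounds within the control limits, set per campaign, cut at about 38% in these data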;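 also: 0% = DMSO wells and 100% = medium only without gametocytes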
RGS7-Gao: RGS7-Galphao binding modulators, primary screen, biochemical, multiplexed bead flow cytometry; Guanine nucleotide-binding protein G(o) subunit alpha (Homo sapiens), P09471; actives lie on both sides; binding response (% of control), % at 10 µM; 220,000 tested, 0.35% active; AID 1439, 2008; in the data active = binding response below about 49% or above about 150%; inconclusive = no clear call, values can overlap the other calls; inactive = in between;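 also: fluorescent Galphao held in activated GDP-AlF4 state binding bead-coupled RGS7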
RGS4-Gao reg: modulators of RGS4 binding to Galphao, primary screen, biochemical, multiplexed bead flow cytometry; actives lie on both sides; binding response (% of control), % at 10 µM; 220,000 tested, 0.33% active; AID 1415, 2008; in the data active = binding response below about 49% or above about 150%; inactive = in between;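 also: fluorescent Galphao activated with aluminum fluoride binding bead-coupled RGS4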
GSH fluor: compound fluorescence on glutathione beads, profiling panel, artefact control, biophysical, 488/530 nm, flow cytometry; 190,000 tested, 0.25% active; GSH beads flow cytometry, compound fluorescence 488/530 nm; active compounds read high; AID 1776, 2009; fluorescence (KMESF) at 10 µM; in the data active = fluorescence above about 89;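 also: glutathione beads carrying GST-tagged Bcl family fusion proteins plus one bare bead set; values are compound well signal with DMSO vehicle wells as background; inactives centre near 16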
ABCB1 inh: ABCB1 efflux pump inhibitors, primary screen, cell-based, multiplex, flow cytometry, ABCG2 counter-screen; 190,000 tested, 0.067% active; CCRF-Adr cells, JC-1 efflux; AID 1326, 2008; inhibition, % at 6.6 µM; ATP-dependent translocase ABCB1 (Homo sapiens), P08183; in the data active = inhibition above about 40%;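 also: 0% = vehicle and 100% = reference inhibitor; higher value means more JC-1 retained so stronger ABCB1 efflux block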
Target sequence (P08183 whole entry, looked up): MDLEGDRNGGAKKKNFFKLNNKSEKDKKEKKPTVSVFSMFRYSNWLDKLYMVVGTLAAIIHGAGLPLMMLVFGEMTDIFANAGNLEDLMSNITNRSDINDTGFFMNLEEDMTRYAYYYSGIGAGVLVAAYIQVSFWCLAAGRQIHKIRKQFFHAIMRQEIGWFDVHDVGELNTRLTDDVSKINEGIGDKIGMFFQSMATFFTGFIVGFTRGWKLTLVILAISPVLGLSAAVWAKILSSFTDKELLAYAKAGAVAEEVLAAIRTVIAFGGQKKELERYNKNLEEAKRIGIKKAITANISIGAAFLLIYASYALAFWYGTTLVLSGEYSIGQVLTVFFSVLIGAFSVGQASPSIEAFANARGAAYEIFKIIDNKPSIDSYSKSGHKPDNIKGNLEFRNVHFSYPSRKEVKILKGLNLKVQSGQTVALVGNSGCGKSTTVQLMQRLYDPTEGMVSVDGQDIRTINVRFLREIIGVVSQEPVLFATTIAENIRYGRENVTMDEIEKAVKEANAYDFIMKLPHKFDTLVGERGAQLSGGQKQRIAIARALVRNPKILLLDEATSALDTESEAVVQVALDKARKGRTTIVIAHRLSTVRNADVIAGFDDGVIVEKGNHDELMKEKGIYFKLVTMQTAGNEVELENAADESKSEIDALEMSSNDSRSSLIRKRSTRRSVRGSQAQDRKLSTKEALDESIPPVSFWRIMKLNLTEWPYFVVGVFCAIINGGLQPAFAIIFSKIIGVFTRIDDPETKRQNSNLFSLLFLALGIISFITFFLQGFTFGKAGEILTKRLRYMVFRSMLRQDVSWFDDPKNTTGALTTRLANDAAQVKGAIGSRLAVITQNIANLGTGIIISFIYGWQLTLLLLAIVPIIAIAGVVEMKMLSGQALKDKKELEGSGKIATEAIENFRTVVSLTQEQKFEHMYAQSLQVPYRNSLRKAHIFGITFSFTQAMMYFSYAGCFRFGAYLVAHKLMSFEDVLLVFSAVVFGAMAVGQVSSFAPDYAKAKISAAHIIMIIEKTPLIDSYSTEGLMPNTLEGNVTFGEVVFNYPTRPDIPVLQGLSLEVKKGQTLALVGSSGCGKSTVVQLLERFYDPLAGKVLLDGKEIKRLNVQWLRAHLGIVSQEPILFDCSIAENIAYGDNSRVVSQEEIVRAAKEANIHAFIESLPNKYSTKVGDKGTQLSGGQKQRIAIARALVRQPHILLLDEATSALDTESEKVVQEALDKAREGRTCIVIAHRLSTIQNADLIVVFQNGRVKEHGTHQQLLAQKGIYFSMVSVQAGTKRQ
Mcl1-Noxa inh: Mcl-1/Noxa binding inhibitors, primary screen, biochemical, TR-FRET, 1536-well | Induced myeloid leukemia cell differentiation protein Mcl-1 (Homo sapiens), Q07820 | TR-FRET Mcl-1/Noxa peptide binding, 2 h | inhibition, % at 21.7 µM | 220,000 tested, 1.5% active | AID 1022, 2008;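 active = compounds that cut the protein-peptide binding signal by more than 50% relative to plate controls in a single-dose test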;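 also: His-tagged Mcl-1 with rhodamine Noxa BH3 peptide and terbium anti-His antibody; 0% = Mcl-1 plus Noxa peptide wells and 100% = peptide-only wells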
RGS8-Gao: RGS8-Galphao binding modulators, primary screen, biochemical, multiplexed bead flow cytometry. response (percent of control binding), % at 10 µM. actives lie on both sides. 220,000 tested, 0.34% active; in the data active = response below about 60% or above about 140%; inactive = in between;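 also: Galphao activated as the GDP aluminium fluoride complex binding bead-coupled RGS8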
Bim-Mcl-1: inhibitors of Bim peptide binding to Mcl-1, primary screen, biochemical, bead-based flow cytometry, multiplex | Induced myeloid leukemia cell differentiation protein Mcl-1 (Homo sapiens), Q07820 | Bim peptide-Mcl-1 binding | inhibition, % at 10 µM | 190,000 tested, 0.1% active | AID 1009, 2008; in the data active = inhibition above about 40%;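 also: 0% = no compound tracer wells and 100% = peptide blocker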
ABCG2 inh: ABCG2 efflux pump inhibitors, primary screen, multiplex with ABCB1, IgMXP3 cells, flow cytometry | Broad substrate specificity ATP-binding cassette transporter ABCG2 (Homo sapiens), Q9UNQ0 | 190,000 tested, 0.1% active | JC-1 efflux | inhibition, % at 6.6 µM | AID 1325, 2008;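 active = inhibition above 80%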;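 also: 0% = DMSO and 100% = nicardipine control wells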
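Measure – % inhibition of efflux relative to nicardipine and DMSO · Test system – ABCG2 IgMXP3 and barcoded ABCB1 CCRF-Adr cell mix · Control set – nicardipine as high control, DMSO as low control · Compound – one concentration, 6.6 µM final · Signal – flow cytometry of retained JC-1 fluorescence · Timing – 10 min exposure at 25 °C with rotation, no wash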
Avidin bead fluor: green autofluorescence of compounds with avidin beads – biophysical, 488/530 nm, flow cytometry, artefact control, profiling panel. fluorescence (KMESF) at 10 µM. compound fluorescence 488/530 nm; active compounds read high. AID 1775, 2009. 220,000 tested, 0.38% active; in the data active = fluorescence above about 47; also: inactives centre near 10
Active calls of the source: *.

`COC(=O)Cn1c(=O)c2c(n(Cc3ccccc3)c1=O)N/C(=C/c1ccc(OC)cc1)C2=O` gave Mcl1 Bid PPI -61, Pf gamet viab 4, RGS7-Gao inconclusive, RGS4-Gao reg 106, Mcl1-Noxa inh 10, RGS8-Gao 101 and Avidin bead fluor 8.
COc1cc(NC(=O)c2ccccc2)c(OC)cc1NC(=O)CN1CCCCC1 was read as Mcl1 Bid PPI 5, RGS7-Gao 100, RGS4-Gao reg 101, GSH fluor 17, ABCB1 inh -0.4, Mcl1-Noxa inh 31, RGS8-Gao 101, Bim-Mcl-1 -1, ABCG2 inh 0 and Avidin bead fluor 8.
Cc1ccc(NC(=O)c2cc(S(=O)(=O)N3CCCCC3)ccc2N2CCOCC2)cc1F was read as Mcl1 Bid PPI -27, RGS7-Gao 100, RGS4-Gao reg 108, GSH fluor 8, ABCB1 inh 1.3, Mcl1-Noxa inh -11, RGS8-Gao 104, Bim-Mcl-1 2, ABCG2 inh 2 and Avidin bead fluor 10.
Screening OCC1(c2cc(C(F)(F)F)n[nH]2)CCCCC1 returned Mcl1 Bid PPI 0, RGS7-Gao 93, RGS4-Gao reg 91, GSH fluor 37, ABCB1 inh 0.3, Mcl1-Noxa inh 8, RGS8-Gao 97, Bim-Mcl-1 -2, ABCG2 inh 3 and Avidin bead fluor 6.
O=C(NNC(=O)c1ccncc1)Nc1ccc([N+](=O)[O-])cc1 was read as Mcl1 Bid PPI -15, Pf gamet viab 22, RGS7-Gao 107, RGS4-Gao reg 104, GSH fluor 9, ABCB1 inh 0.3, Mcl1-Noxa inh 7, RGS8-Gao 106, Bim-Mcl-1 -22, ABCG2 inh 2 and Avidin bead fluor 23.
For COCCCN(C(=S)Nc1cc(C)cc(C)c1)C(C)c1ccncc1 (stereo not given) the results were Mcl1 Bid PPI -59, RGS7-Gao 102, RGS4-Gao reg 104, GSH fluor 23, ABCB1 inh -0.7, Mcl1-Noxa inh -7, RGS8-Gao 103, Bim-Mcl-1 0, ABCG2 inh -5 and Avidin bead fluor 14.
For Cc1ccc(S(=O)(=O)N=S(CCO)CCO)cc1 the results were Mcl1 Bid PPI 4, RGS7-Gao 101, RGS4-Gao reg 102, GSH fluor 21, ABCB1 inh 3.8, Mcl1-Noxa inh 4, RGS8-Gao 103, Bim-Mcl-1 0, ABCG2 inh 12 and Avidin bead fluor 13.
COc1ccc(C(=O)/C=C/C(=O)N(Cc2ccc3c(c2)OCO3)C(C(=O)NC2CCCCC2)c2ccncc2)c(O)c1 (stereo not given) was read as Mcl1 Bid PPI -35, Pf gamet viab -14, RGS7-Gao 101, RGS4-Gao reg 100, GSH fluor 19, ABCB1 inh 4.1, Mcl1-Noxa inh 2, RGS8-Gao 101, Bim-Mcl-1 -5, ABCG2 inh 3 and Avidin bead fluor 4.
For O=C(c1ccc(NC(=S)Nc2ccc(F)cc2F)cc1)N1CCOCC1 the results were Mcl1 Bid PPI -77, Pf gamet viab -1, RGS7-Gao 101, RGS4-Gao reg 96, GSH fluor 21, ABCB1 inh 1.8, Mcl1-Noxa inh 10, RGS8-Gao 102, Bim-Mcl-1 -7, ABCG2 inh 3 and Avidin bead fluor 10.
For CCOC(=O)Cn1c(Br)nc2c1c(=O)[nH]c(=O)n2C the results were Mcl1 Bid PPI -27, RGS7-Gao 93, RGS4-Gao reg 98, GSH fluor 27, ABCB1 inh -0.2, Mcl1-Noxa inh 0, RGS8-Gao 98, Bim-Mcl-1 3, ABCG2 inh -1 and Avidin bead fluor 3.
Screening Cc1nn(Cc2ccccc2)c(Cl)c1/C=C/C(=O)OCC(=O)N(C)C1CCS(=O)(=O)C1 (stereo not given) returned Mcl1 Bid PPI -18, Pf gamet viab 1, RGS7-Gao 99, RGS4-Gao reg 106, GSH fluor 12, ABCB1 inh 0.5, Mcl1-Noxa inh 12, RGS8-Gao 103, Bim-Mcl-1 0, ABCG2 inh 0 and Avidin bead fluor 10.
For COc1ccc(Br)cc1C(=O)Nc1ccc(O)cc1 the results were Mcl1 Bid PPI 0, Pf gamet viab -15, RGS7-Gao 99, RGS4-Gao reg 98, GSH fluor 9, ABCB1 inh 0.3, Mcl1-Noxa inh 26, RGS8-Gao 96, Bim-Mcl-1 0, ABCG2 inh 4 and Avidin bead fluor 8.
For Cc1cc(N2CCN(C)CC2)nc2ccc(NC(=S)N3CCCCCC3)cc12 the results were Mcl1 Bid PPI -72, Pf gamet viab -8, RGS7-Gao inconclusive, RGS4-Gao reg 100, GSH fluor 19, ABCB1 inh 0.2, Mcl1-Noxa inh 22, RGS8-Gao 102, Bim-Mcl-1 -4, ABCG2 inh 1 and Avidin bead fluor 10.
Screening COc1ccc(CCn2c(N)c(C(=O)NCc3ccco3)c3nc4ccccc4nc32)cc1OC returned Mcl1 Bid PPI 1, RGS7-Gao 99, RGS4-Gao reg 102, GSH fluor 15, ABCB1 inh 2.0, Mcl1-Noxa inh 30, RGS8-Gao 101, Bim-Mcl-1 3, ABCG2 inh 3 and Avidin bead fluor 36.
For COCCNC(=S)NNc1ccc(Cl)c(C(=O)O)c1 the results were Mcl1 Bid PPI -23, Pf gamet viab -1, RGS7-Gao inconclusive, RGS4-Gao reg 101, Mcl1-Noxa inh 25, RGS8-Gao 96 and Avidin bead fluor 6.
For CCOC(=O)N1CCC(NC(=O)c2cc(C(=O)NCc3ccc(F)cc3)ccc2CO)CC1 the results were Mcl1 Bid PPI -38, RGS7-Gao 104, RGS4-Gao reg 106, GSH fluor 36, ABCB1 inh 1.6, Mcl1-Noxa inh 6, RGS8-Gao 105, Bim-Mcl-1 1, ABCG2 inh 8 and Avidin bead fluor 15.
C=CCNc1nc(N)c(C(=C(C#N)C#N)c2ccc(Br)cc2)s1 was read as Mcl1 Bid PPI -13, Pf gamet viab -19, RGS7-Gao 98, RGS4-Gao reg 95, GSH fluor 7, ABCB1 inh 0.6, Mcl1-Noxa inh -1, RGS8-Gao 84, Bim-Mcl-1 12, ABCG2 inh 0 and Avidin bead fluor 9.
For Cc1cc(C)cc(NC(=O)CSc2nc3ccncc3[nH]2)c1 the results were Mcl1 Bid PPI -5, RGS7-Gao 93, RGS4-Gao reg 96, GSH fluor 18, ABCB1 inh -1.0, Mcl1-Noxa inh 6, RGS8-Gao 100, Bim-Mcl-1 1, ABCG2 inh -1 and Avidin bead fluor 7.
Screening CC(C)CC(NC(=O)c1ccccc1)C(=O)N/N=C/c1ccco1 (stereo not given) returned Mcl1 Bid PPI -12, Pf gamet viab 28, RGS7-Gao 94, RGS4-Gao reg 101, GSH fluor 25, ABCB1 inh -3.0, Mcl1-Noxa inh 0, RGS8-Gao 102, Bim-Mcl-1 0, ABCG2 inh -4 and Avidin bead fluor 12.
For CCCC(=O)Nc1nc2nc(C)cc(=O)n2[nH]1 the results were Mcl1 Bid PPI -9, RGS7-Gao 99, RGS4-Gao reg 101, GSH fluor 11, ABCB1 inh 0.0, Mcl1-Noxa inh 7, RGS8-Gao 102, Bim-Mcl-1 2, ABCG2 inh 0 and Avidin bead fluor 9.
CCc1nnc(NC(=O)c2ccc(-c3ccc([N+](=O)[O-])cc3Cl)o2)s1 was read as Mcl1 Bid PPI 66*, Pf gamet viab 10, RGS7-Gao 101, RGS4-Gao reg 100, GSH fluor 12, ABCB1 inh -0.3, Mcl1-Noxa inh 59*, RGS8-Gao 102, Bim-Mcl-1 0, ABCG2 inh 3 and Avidin bead fluor 15.
For CCc1ccc(/C=N/NC(=O)c2ccccn2)cc1 the results were Mcl1 Bid PPI -47, Pf gamet viab -2, RGS7-Gao inconclusive, RGS4-Gao reg 98, Mcl1-Noxa inh 12, RGS8-Gao 99 and Avidin bead fluor 7.
`Cc1ccc(Cl)cc1N1CCN(C(=O)CCC(=O)O)CC1` gave Mcl1 Bid PPI -10, Pf gamet viab -1, RGS7-Gao 102, RGS4-Gao reg 100, GSH fluor 14, ABCB1 inh 0.0, Mcl1-Noxa inh -9, RGS8-Gao 102, Bim-Mcl-1 -3, ABCG2 inh 0 and Avidin bead fluor 26.
O=C(c1cc2cc([N+](=O)[O-])ccc2s1)N1CCOCC1 was read as Mcl1 Bid PPI 7, Pf gamet viab 22, RGS7-Gao 111, RGS4-Gao reg 113, GSH fluor 13, ABCB1 inh -0.2, Mcl1-Noxa inh 2, RGS8-Gao 114, Bim-Mcl-1 0, ABCG2 inh -1 and Avidin bead fluor 11.
`Cc1cc(C)nc(Oc2ccc(Br)cc2Br)n1` gave Mcl1 Bid PPI -15, RGS7-Gao 97, RGS4-Gao reg 101, GSH fluor 11, ABCB1 inh 0.7, Mcl1-Noxa inh -10, RGS8-Gao 103, Bim-Mcl-1 8, ABCG2 inh 4 and Avidin bead fluor 12.
Cc1ccc(NC(=O)c2cc(=O)n(Cc3ccccc3)c(=O)[nH]2)cc1C was read as Mcl1 Bid PPI -4, RGS7-Gao inconclusive, RGS4-Gao reg 102, GSH fluor 17, ABCB1 inh 1.0, Mcl1-Noxa inh -8, RGS8-Gao 107, Bim-Mcl-1 -4, ABCG2 inh 17 and Avidin bead fluor 10.
For COc1ccc(OC)c(NC(=O)C2CCN(S(=O)(=O)c3cccs3)CC2)c1 the results were Mcl1 Bid PPI -11, Pf gamet viab -8, RGS7-Gao 101, RGS4-Gao reg 101, GSH fluor 42, ABCB1 inh 0.4, Mcl1-Noxa inh -6, RGS8-Gao 99, Bim-Mcl-1 -2, ABCG2 inh 1 and Avidin bead fluor 5.
`c1nc2sc3c(c2c2nnnn12)CCC3` gave Mcl1 Bid PPI -20, Pf gamet viab 16, RGS7-Gao 100, RGS4-Gao reg 105, GSH fluor 55, ABCB1 inh 0.5, Mcl1-Noxa inh 21, RGS8-Gao 101, Bim-Mcl-1 0, ABCG2 inh 7 and Avidin bead fluor 10.
`CCOC(=O)c1cnc(SC2CC(=O)N(c3cccc(OC)c3)C2=O)nc1N` (stereo not given) gave Mcl1 Bid PPI -34, Pf gamet viab 16, RGS7-Gao 104, RGS4-Gao reg 102, GSH fluor 28, ABCB1 inh 0.3, Mcl1-Noxa inh 1, RGS8-Gao 102, Bim-Mcl-1 -7, ABCG2 inh 33 and Avidin bead fluor 13.

An unsorted share of the library, and some 3.3% of all compounds hit somewhere here.
